NPSR antagonist = qHTS Assay for Antagonists of the Neuropeptide S Receptor: cAMP Signal Transduction; CHO-NPSR cells, cAMP TR-FRET, antagonist mode; Q6W5P4; AID 1461, 2008; Potency, µM (series often up to 38.3 µM), for the others: top-dose activity change, negative = inhibition, usual class: inhibitors; 1% of 220,000 active; note: % is set by controls: 0 for no effect and ±100 for the full control effect; nearly all actives have a fitted effect of over 50% in size; many of its hits are not listed in these tables
Epigenetic derep = Quantitative High-Throughput Screen for Regulators of Epigenetic Control. murine LDR cells, GFP reporter derepression, 30 h. Potency, µM (titrated, usually from 53.9 µM), inactives show at the top dose GFP activation, hits mostly activators. 0.2% of 280,000 active. AID 1865, 2009; note: % of control where 0% means no effect; nearly all actives have a fitted effect of over 60% in size
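Readout is the number of GFP-expressing murine LDR cells, counted by cytometry following washing. Cells were treated with compound for 30 h at 37 C; the stably integrated CMV-GFP locus is normally silent.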
Tau fluor counter = Counterscreen qHTS for Inhibitors of Tau Fibril Formation, Fluorescence Polarization | AID 1463, 2008 | Potency, µM (series often up to 57.7 µM), without a hit: at the highest dose activity change, negative = decrease | tau K18 P301L Alexa594 fluorescence, heparin fibrillization | 0.93% of 280,000 active; note: % is set by controls: 0 for no effect and ±100 for the full control effect; nearly all actives have a fitted effect of over 55% in size
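Human tau K18 P301L (15 uM unlabeled, 0.24 uM Alexa 594-labeled) in 100 mM sodium acetate pH 7 with 20 uM heparin, 6 hr at 37 C. ThT 30 uM added, 1 hr ambient; Alexa 594 FP and total fluorescence read at 555/632 nm.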
GAA spleen mod = qHTS Assay for Inhibitors and Activators of Human alpha-Glucosidase From Spleen Homogenate | Potency, µM (doses to about 79.9 µM), for inactives: top-dose activity change, negative = inhibition, usual class: inhibitors | Lysosomal alpha-glucosidase (Homo sapiens), P10253 | 0.006% of 240,000 active | human spleen homogenate, 4-MU-alpha-glucoside fluorescence;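 note: 0% = enzyme with vehicle and -100% = no enzyme basal signal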
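AC50 values come from Hill-equation fits of concentration-response data, normalized to no-enzyme and full-activity controls. Enzyme source: 1 ug human spleen homogenate; 1 mM fluorogenic 4-MU glucoside, pH 5.0 citrate buffer, 37 C, 40 min.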
ALDH1A1 block = qHTS Assay for Inhibitors of Aldehyde Dehydrogenase 1 (ALDH1A1). Potency, µM (series often up to 75.3 µM), without a hit: top-dose activity, negative = inhibition, usual class: inhibitors. 7.3% of 220,000 active. Purified ALDH1A1, NADH fluorescence, propionaldehyde substrate. AID 1030, 2008; active = well fitted inhibition curve with a large enough effect, not every such curve was filed as active; inconclusive = small, poorly fitted or top-dose-only effect, or another doubt; inactive = no such curve, though single readings can be large or run the other way;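 note: plate controls were no enzyme wells and a reference inhibitor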
Target sequence (P00352 whole entry, looked up): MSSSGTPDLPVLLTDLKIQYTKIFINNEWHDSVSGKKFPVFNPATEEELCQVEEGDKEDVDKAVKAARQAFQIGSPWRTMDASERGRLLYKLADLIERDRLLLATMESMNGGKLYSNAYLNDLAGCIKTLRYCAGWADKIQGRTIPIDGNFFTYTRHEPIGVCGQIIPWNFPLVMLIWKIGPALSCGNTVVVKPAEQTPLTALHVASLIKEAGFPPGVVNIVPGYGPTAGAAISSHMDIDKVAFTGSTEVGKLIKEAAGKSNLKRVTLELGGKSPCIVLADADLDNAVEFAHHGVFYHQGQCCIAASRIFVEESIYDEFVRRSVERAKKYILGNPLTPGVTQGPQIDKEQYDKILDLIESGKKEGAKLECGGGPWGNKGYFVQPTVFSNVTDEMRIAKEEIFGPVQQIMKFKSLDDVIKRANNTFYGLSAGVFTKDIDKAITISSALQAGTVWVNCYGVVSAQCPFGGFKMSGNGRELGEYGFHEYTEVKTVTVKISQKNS
GAA glycogen mod = qHTS Assay for Inhibitors and Activators of Human alpha-Glucosidase Cleavage of Glycogen; recombinant GAA, glycogen substrate, Amplex Red glucose oxidase fluorescence; Potency, µM (top dose mostly 76.4 µM), for inactives: at the top dose activity change, negative = inhibition, actives largely listed as inhibitors; 0.38% of 300,000 active; AID 2100, 2009;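 note: 0% = full enzyme reaction and -100% = no-enzyme basal signal; the screen sought inhibitors and activators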
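qHTS, 1536-well; enzyme 4 nM final; cpd up to 77 uM; substrate bovine liver glycogen 30 ug; 50 mM citrate/phosphate pH 5.0, 0.01% Tween-20; 37 C, 40 min; Amplex Red detection 45 min RT; Hill fit → AC50.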
GAA inhib = qHTS Assay for Inhibitors of Human alpha-Glucosidase as a Potential Chaperone Treatment of Pompe Disease; Lysosomal alpha-glucosidase (Homo sapiens), P10253; purified human GAA, 4-MU-alpha-glucoside fluorescence; Potency, µM (series often up to 76.9 µM), for inactives: top-dose activity change, negative = inhibition, most hits filed as inhibitors; 0.005% of 200,000 active; AID 1466, 2008;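 note: plate controls were uninhibited enzyme wells for no effect and no-enzyme background for full effect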
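Read-out is 4-methylumbelliferone fluorescence (Ex 365/Em 440 nm) after NaOH/glycine stop at pH 10. Enzyme 4 nM, substrate 400 uM, pH 5.0 citrate buffer, 20 min room temperature; AC50 from Hill-equation concentration-response.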
GLA spleen mod = qHTS Assay for Inhibitors and Activators of Human alpha-Galactosidase From Spleen Homogenate. human spleen homogenate, 4MU-alpha-Gal fluorescence, 40 min. 0.008% of 240,000 active. Alpha-galactosidase A (Homo sapiens), P06280. AID 2107, 2009. Potency, µM (series often up to 80 µM), inactives show at the highest dose activity change, negative = inhibition, usual class: inhibitors;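 note: 0% = enzyme with vehicle and -100% = no enzyme basal signal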
Target sequence (P06280 32-429 limits assumed): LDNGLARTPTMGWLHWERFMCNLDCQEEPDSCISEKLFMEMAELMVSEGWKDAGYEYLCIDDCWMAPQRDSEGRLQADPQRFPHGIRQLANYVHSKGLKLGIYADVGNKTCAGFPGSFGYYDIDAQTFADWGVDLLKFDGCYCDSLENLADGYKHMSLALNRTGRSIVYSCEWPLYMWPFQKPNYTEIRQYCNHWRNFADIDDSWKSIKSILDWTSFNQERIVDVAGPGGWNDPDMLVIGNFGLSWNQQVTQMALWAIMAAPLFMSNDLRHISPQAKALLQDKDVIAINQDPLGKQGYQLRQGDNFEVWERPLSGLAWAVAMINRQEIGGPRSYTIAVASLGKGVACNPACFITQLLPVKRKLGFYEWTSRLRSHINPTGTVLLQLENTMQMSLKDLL
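qHTS titration in buffer at pH 5.0. Alpha-galactosidase activity in spleen homogenate was measured via 4-methylumbelliferone release from 1 mM fluorogenic substrate after 40 min at 37C and a pH 10 stop. AC50 came from Hill fits of control-normalized data.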
* marks the source's active call; other numbers are inactive results; u = inconclusive; x = no result given; [ ] = dose if it differs, or a comment. Unless noted, calls come from the whole dose curve; as a rule, active = well fitted curve in the direction sought with a large enough effect; inconclusive = small, poorly fitted or top-dose-only effect, or another doubt; inactive = no such curve, though single readings can be large; an effect the other way counts as inactive or inconclusive. Potency is the fitted concentration of half-maximal effect. Only part of the results is shown, so the mix of outcomes need not match the whole.

#1 Cc1ccc(OCCCCn2c(CO)nc3ccccc32)cc1
#2 COc1ccc(C2C(C(C)=O)=C(O)C(=O)N2c2cccnc2)c(OC)c1 (stereo unspecified)
#3 CC1CCN(Cc2cnc(Cl)s2)CC1
#4 Cc1ccc(C(=O)CSc2ncnc3ccccc23)o1
#5 Cc1ccc2nc(NC(=O)C3=NN(c4ccccc4)C(=O)CC3)sc2c1
#6 CCCNS(=O)(=O)c1ccc(OCC(=O)NCCCOC)cc1
#7 O=C(Nc1ccccc1)c1nnsc1S(=O)(=O)c1ccc(Cl)cc1
#8 CC1=C(C#N)C(c2ccc3ncccc3c2)C(C#N)=C(C)N1
Compound	1	2	3	4	5	6	7	8
NPSR antagonist	-8%	u	7%[46.1 µM]	2%	-17%[46.1 µM]	4%[46.1 µM]	-22%[46.1 µM]	-6%[46.1 µM]
Epigenetic derep	0.0%	0.0%	-1.8%	-0.4%	-0.9%	-2.0%	0.0%	0.9%
Tau fluor counter	-11%	-9%	-8%	-21%	-23%	3%	-1%	-12%
GAA spleen mod	-10%	-10%	-3%	3%	-5%	-10%	10%	-2%
ALDH1A1 block	8%	32µM*	u	u	0%	11%	2.2µM*	2%
GAA glycogen mod	-5%	10%	3%	24%	12%	0%	-18%	6%
GAA inhib	4%	-1%	1%	7%	-4%	0%	-1%	2%
GLA spleen mod	-6%	3%	1%	-1%	0%	1%	7%	4%

#9 CCc1ccccc1NC(=O)c1noc(C(C)C)c1[N+](=O)[O-]
#10 Cc1cc(-c2nnc(SCC(=O)NC3CCCC3)o2)no1
#11 Cc1ccc(C2(C)NC(=O)N(CC(=O)Nc3c(C)n(C)n(-c4ccccc4)c3=O)C2=O)cc1 (stereo unspecified)
#12 O=C(NNC(=S)NC(=O)c1cn(-c2ccccc2)nc1-c1ccccc1)c1ccncc1
#13 N=C1S/C(=C\c2ccco2)C(=O)N1c1ccc2c(c1)OCO2
#14 COc1ccc(NC(=S)N(CCCN2CCCC(C)C2)Cc2cccs2)cc1 (stereo unspecified)
#15 CCOC(=O)CSc1nc(C(C)(C)C)cc(C(F)(F)F)c1C#N
#16 CCN(CCC(=O)Nc1cc(OC)cc(OC)c1)Cc1ccccc1
Compound	9	10	11	12	13	14	15	16
NPSR antagonist	-2%	-12%[46.1 µM]	1%	-35%	-13%	-7%	-19%[46.1 µM]	-4%[46.1 µM]
Epigenetic derep	0.0%	-0.9%	1.0%	1.7%	-3.2%	3.8%	0.1%	0.0%
Tau fluor counter	-23%	-14%	-7%	-24%	u	-12%	-12%	-4%
GAA spleen mod	5%	0%	3%	-4%	-8%	2%	-3%	3%
ALDH1A1 block	-19%	3%	19%	u	u	u	7%	9%
GAA glycogen mod	0%	15%	-1%	-22%	-6%	-5%	4%	-12%
GAA inhib	-1%	0%	1%	-2%	-2%	u	5%	0%
GLA spleen mod	3%	0%	8%	5%	3%	-1%	4%	10%

#17 CCNc1nc(SCC(=O)Nc2ccc(Cl)c(Cl)c2)nc(N(C)C)n1
#18 COc1ccc(S(=O)(=O)N2CCN(c3ccc(C)cc3C)CC2)cc1OC
#19 O=C(NCCOc1ccc(F)cc1)c1ccccc1SCc1ccccc1
#20 COc1ccc(Nc2nc3ccccc3nc2-n2nc(C)cc2C)cc1
#21 CCN(CC)S(=O)(=O)c1cccc(N=Nc2c(O)c3ccccc3oc2=O)c1
#22 Cc1cc(=O)oc(C)c1C(=O)NCCC1=CCCCC1
#23 CCOC(=O)c1sc(C)c2c1NC(C)(c1cccs1)NC2=O (stereo unspecified)
#24 Fc1cccc(Cl)c1CSc1nnc(CNc2ccccc2)o1
Compound	17	18	19	20	21	22	23	24
NPSR antagonist	-27%	-6%[46.1 µM]	u	-19%[46.1 µM]	0%	8%[46.1 µM]	4%[46.1 µM]	21%
Epigenetic derep	-1.1%	0.0%	-3.2%	-1.3%	5.9%	-14%	-1.1%	1.5%
Tau fluor counter	u	-21%	-18%	u	-30%	10%	-9%	u
GAA spleen mod	-1%	-3%	-3%	-1%	-11%	2%	5%	-1%
ALDH1A1 block	-4%	-8%	-5%	3%	x	-6%	u	-2%
GAA glycogen mod	0%	-1%	8%	3%	-1%	6%	1%	-18%
GAA inhib	3%	-11%	-3%	-1%	x	-8%	8%	u
GLA spleen mod	1%	-7%	5%	-2%	-1%	-5%	5%	0%

#25 O=C1C(=O)c2ccc(-c3ccccc3)cc2-c2ccccc21
#26 O=C(N/N=C/c1cccc(OCC(=O)N2CCCC2)c1)C(=O)Nc1ccccc1F
#27 CC(C)CCNC(=O)C1CCN(C(=O)N(C)C)CC1
#28 COCCCNC(=S)N/N=C/c1ccccc1O
#29 CCN1CCCC1CNC(=O)C(=O)NC (stereo unspecified)
#30 CN(C)c1ccc(C2=NOC(CN3C(=O)c4ccccc4S3(=O)=O)C2)cc1 (stereo unspecified)
#31 Cc1ccc(S(=O)(=O)N2CCCC(C(=O)NCC(C)C)C2)cc1 (stereo unspecified)
#32 COc1ccc(CCNC(=O)C2CCN(C(=O)NC3CCCCC3)CC2)cc1
Compound	25	26	27	28	29	30	31	32
NPSR antagonist	4µM*	10%	6%[46.1 µM]	-7%	20%	u	5%	-1%[46.1 µM]
Epigenetic derep	2.0%	-1.8%	1.3%	1.1%	3.1%	-0.8%	-1.1%	3.5%
Tau fluor counter	-18%	-1%	-12%	-21%	-8%	-27%	12%	-11%
GAA spleen mod	0%	3%	-2%	8%	2%	-3%	3%	-4%
ALDH1A1 block	1%	2%	7%	u	16%	16µM*	6%	-2%
GAA glycogen mod	2%	4%	7%	u	11%	5%	0%	5%
GAA inhib	5%	-9%	-3%	u	6%	0%	-7%	u
GLA spleen mod	1%	6%	-3%	7%	3%	3%	-5%	1%

#33 COc1cccc(NC(=O)[C@H](C)NC(=O)C2CCN(S(=O)(=O)c3ccc(C)cc3)CC2)c1
#34 COc1ccc(C2N3CC4(C)CN2CC(C)(C3)C4=O)cc1OC (stereo unspecified)
#35 CC(=O)O[C@H]1C[C@@]2(C)[C@H](C[C@@H](O)[C@H]3[C@@]4(C)CC[C@@H](O)[C@@H](C)[C@H]4CC[C@@]32C)C1=C(CCC=C(C)C)C(=O)O
#36 CCN(CC)S(=O)(=O)c1ccc(S(=O)(=O)N(Cc2ccccn2)Cc2ccco2)cc1
#37 C=CCn1c(SCC(=O)c2ccc(OC)cc2)nnc1-c1ccc2c(c1)OCO2
#38 Cn1nc(C(F)(F)F)c(CO)c1Sc1ccc(F)cc1
#39 CN1CCN(C(c2cc3cc4c(cc3[nH]c2=O)OCCO4)c2nnnn2C2CCCC2)CC1 (stereo unspecified)
#40 N#Cc1nc(-c2cccs2)oc1NCCc1ccccc1
Compound	33	34	35	36	37	38	39	40
NPSR antagonist	3%	5%[46.1 µM]	x	-19%[46.1 µM]	-6%	6%	11%	-23%[46.1 µM]
Epigenetic derep	-1.0%	-1.5%	1.1%[16.9 µM]	-3.0%	-5.6%	0.9%	3.6%	-2.6%
Tau fluor counter	-15%	1%	x	-3%	6%	4%	-5%	u
GAA spleen mod	-4%	-14%	-12%[29.1 µM]	-10%	-2%	5%	8%	4%
ALDH1A1 block	x	13%	-5%[20.9 µM]	1.8µM*	-1%	8%	u	u
GAA glycogen mod	-11%	-4%	x	-7%	4%	-11%	13%	-2%
GAA inhib	x	-2%	x	-12%	u	4%	u	u
GLA spleen mod	-1%	-11%	5%[29.1 µM]	2%	3%	-3%	13%	23%

Structural class, those above containing a CF3 group
#15 CCOC(=O)CSc1nc(C(C)(C)C)cc(C(F)(F)F)c1C#N
#38 Cn1nc(C(F)(F)F)c(CO)c1Sc1ccc(F)cc1
Compound	15	38
NPSR antagonist	-19%[46.1 µM]	6%
Epigenetic derep	0.1%	0.9%
Tau fluor counter	-12%	4%
GAA spleen mod	-3%	5%
ALDH1A1 block	7%	8%
GAA glycogen mod	4%	-11%
GAA inhib	5%	4%
GLA spleen mod	4%	-3%

(listing goes on)
#41 O=C1CSc2ccc(C(=O)NCC(c3ccco3)N3CCCCC3)cc2N1 (stereo unspecified)
#42 CCOC(=O)c1c(NC(NC(C)=O)C(Cl)(Cl)Cl)sc2c1CCCC2 (stereo unspecified)
#43 N#Cc1ccc(-c2csc(NC(=O)c3cc(-c4cccs4)nc4ccccc34)n2)cc1
#44 Clc1ccc(SCc2cn3ccccc3n2)cc1
#45 O=[N+]([O-])/C(C(Cl)=C(Cl)Cl)=C(/Sc1ccccc1)N1CCCCC1
#46 Cc1ccnc2nc(C(=O)OCCOc3ccccc3)nn12
#47 COCCNc1nc(C)nc2c1nc(-c1ccccc1)n2CCCN1CCCCC1C (stereo unspecified)
#48 Cc1ccc(NC(=O)c2ccc3nc[nH]c3c2)c(O)c1
Compound	41	42	43	44	45	46	47	48
NPSR antagonist	5%	11%[46.1 µM]	13%	-4%	u	-5%[46.1 µM]	x	-8%
Epigenetic derep	-2.6%	0.0%	0.1%	-1.2%	u	-1.9%	1.7%	-0.5%
Tau fluor counter	-14%	-3%	-13%	-7%	-27%	-3%	-9%	-18%
GAA spleen mod	4%	-4%	2%	-6%	-2%	-2%	8%	-1%
ALDH1A1 block	u	20%	x	0%	18µM*	11%	u	7%
GAA glycogen mod	2%	u	6%	-4%	0%	5%	x	u
GAA inhib	-4%	4%	x	2%	-5%	-10%	x	-1%
GLA spleen mod	-6%	3%	7%	-5%	-14%	-14%	4%	-5%

Looked up by compound from the entries so far (two):
#45 O=[N+]([O-])/C(C(Cl)=C(Cl)Cl)=C(/Sc1ccccc1)N1CCCCC1
#48 Cc1ccc(NC(=O)c2ccc3nc[nH]c3c2)c(O)c1
Compound	45	48
NPSR antagonist	u	-8%
Epigenetic derep	u	-0.5%
Tau fluor counter	-27%	-18%
GAA spleen mod	-2%	-1%
ALDH1A1 block	18µM*	7%
GAA glycogen mod	0%	u
GAA inhib	-5%	-1%
GLA spleen mod	-14%	-5%
